Screening data (PubChem BioAssay)
PriA SSB inh = K. pneumoniae PriA-SSBct interaction inhibition; AlphaScreen SSBct-PriA binding, biotinylated peptide; inhibition, % at 33 µM; 0.6% of 430,000 active; AID 1272365; in the data active = inhibition mostly above about 37%, no sharp cut-off; inactive = mostly below about 20%;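 also: plate controls were negative control peptide for no effect and reference peptide for full effect; strong numbers were not always called active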
An asterisk follows results filed as active; & = joins results of further samples.

SMILES	PriA SSB inh
CCCCOc1ccc(C(=O)NCc2nnc(SCC(=O)Nc3nnc(C)s3)n2-c2ccc(Br)cc2)cc1	-13
O=S(=O)(NCC#CCN1CCc2ccccc2C1)c1ccc(Cl)s1	-7
O=C(CSc1ncnc2c1oc1ccccc12)c1ccccc1	-1
COCCN(Cc1ccsc1)C(=O)C(C)(C)C	-4
CCOC(=O)N1CCN(C(=O)CSc2nnc(C)c3cnn(-c4ccc(F)cc4)c23)CC1	-11
COc1ccc(C=O)cc1Cn1c(=O)n(-c2ccc(CC(=O)NCC(C)C)cc2)c(=O)c2ccccc21	0
CCC(=O)Nc1nnc(-c2cccc(Br)c2)o1	-13
COCCN1C(=O)CC(N2CCN(c3ccc(F)cc3)CC2)C1=O (configuration not stated)	4
CSc1nsc(NN=Cc2ccc3c(c2)OCO3)c1C#N	-4
Cc1nn(CCNC(=O)c2cccc([N+](=O)[O-])c2)c(C)c1Cl	-2
Cc1nn(-c2ccccc2)c(N=Cc2ccccc2O)c1-c1ccccc1	-5
COc1cccc(C(CNC(=O)C(=O)NCc2ccc(Cl)cc2)N2CCOCC2)c1 (configuration not stated)	-5
CC(C)Oc1ccc(C(O)=C2C(=O)C(=O)N(Cc3cccnc3)C2c2ccco2)cc1 (configuration not stated)	-2
Cc1cc(=O)[nH]c(O)c1C(=O)O	-7&-3
O=S(=O)(NCc1ccnc(-c2ccsc2)c1)c1cccc2nsnc12	-4
Cc1cc(OC2CCN(C(=O)C(C)(C)Oc3ccc(Cl)cc3)CC2)cc(=O)o1	-29
CCc1ccc(S(=O)(=O)N2CC(Oc3nc4ccccc4s3)C2)s1	-4
O=C(NCC(c1ccsc1)N1CCc2ccccc2C1)Nc1cccs1 (configuration not stated)	5
CCCC(=O)Nc1ccc(S(=O)(=O)NC[C@H](O)c2ccc(C)o2)cc1	-1
O=C(Cc1ccc(F)cc1)NCc1cc(-c2cc3ccccc3o2)on1	-22
Cc1cccc(Cn2c(=O)c3nscc3n(Cc3nc(-c4ccccc4)oc3C)c2=O)c1	-13
COCCOC(=O)C1=C(C)N=C(SC)C(C#N)[C@H]1c1ccccc1Cl (some centres not stated)	-21
Cc1nn(C2CCS(=O)(=O)C2)c2nc(-c3ccc(F)cc3)cc(C(=O)NCc3cccs3)c12 (configuration not stated)	-7
CC12CN(N)C3(C(N)=O)CC1CCC23C (configuration not stated)	-2
CCCc1nnsc1C(=O)Nc1ccccc1Cc1nc(C)no1	-17
CSc1nc(=O)n(CCO)c2c1CCCC2	-6
O=C(CCCn1nc(-c2cccs2)ccc1=O)Nc1nc2ccccc2[nH]1	-30
CC(C)N1CCc2c(sc(NC(=O)c3ccc(S(=O)(=O)N4CCCCCC4)cc3)c2-c2nc3ccccc3s2)C1	-16
COc1cc([N+](=O)[O-])cc2sc(NC(=O)c3ccc(N4CCOCC4)c([N+](=O)[O-])c3)nc12	1
O=C(O)c1ccc(CNS(=O)(=O)c2cccc(C(F)(F)F)c2)cc1	-3
O=C(CSc1nnc(Cn2c(=O)sc3ccccc32)n1-c1cccc(C(F)(F)F)c1)NCc1ccco1	-11
O=C(Nc1ccc(F)cc1)c1ccc2c(=O)n(-c3ccccc3)c(=O)[nH]c2c1	-14
O=C(C1CCN(c2cc(C3CC3)ncn2)CC1)N1CCc2ccccc21	-12
CCOC(=O)c1cc([N+](=O)[O-])sc1NC(=O)c1nc2ccccc2s1	-29
COCCN(Cc1ccoc1)C(=O)COc1ccc(C(C)(C)C)cc1	-3
Cc1ccc(N2CCN(C(=O)CCc3nc4sc5c(c4c(=O)[nH]3)CCCC5)CC2C)cc1 (configuration not stated)	-18
CN1CCN(C(CNC(=O)NC(C)(C)C)c2ccc3c(c2)CCCN3C)CC1 (configuration not stated)	5
O=C(c1csc(NS(=O)(=O)c2ccccc2)n1)N1CCN(c2ccccc2F)CC1	-1
Cc1csc(SCCCNC(=O)Nc2cc(C)on2)n1	-5
CC(/C=C/c1ccccc1)=NNC(=O)c1cccc(Br)c1	-7
O=C(Cc1csc(Nc2ccc(OC(F)(F)F)cc2)n1)Nc1cccnc1	-1
Cc1coc2cc3oc(=O)c(CC(=O)N4C[C@H]5C[C@H](C4)c4cccc(=O)n4C5)c(C)c3cc12	-6
COc1ccc(C2CC(=O)N(CC(=O)c3ccccc3)c3ccccc3S2)cc1OC (configuration not stated)	5
Cc1cc(C)c2nc(NCc3ccccn3)sc2c1	14
O=C(NCCSc1ncc(-c2ccc(F)cc2)[nH]1)c1cccs1	11
COc1cccc(C=NNC(=O)CC(=O)NCCc2ccccc2)c1OC	12
COC(=O)c1ccccc1NC(=O)c1ccc(-n2nncc2C)cc1	-17&0
CCOc1ccc2nc(NC(=O)Nc3cccc(OC)c3)sc2c1	-9
CC(C)Oc1ccc(C(=O)Nc2nnc(-c3ccc(Br)cc3)o2)cc1	-3
CCCOC(=O)CC1C(=O)NCCN1C(=O)CCCC(=O)O (configuration not stated)	-3&-2
Next records
SMILES	PriA SSB inh
Cc1ccc(-c2ccc(=O)n(CCCC(=O)Nc3ccccc3F)n2)cc1	-2
COc1ccccc1NC(=S)NC(=O)c1ccc(Br)o1	24
O=C1CN(C(=O)c2ccc(N3CCOCC3)c([N+](=O)[O-])c2)c2ccccc2N1	1
CCOc1ccc(NC(=O)CSc2ccc(NC(=O)c3ccco3)nn2)cc1	2
NC(=O)c1cc(-c2ccccc2)sc1NC(=O)CCCS(=O)(=O)c1ccc(F)cc1	3
Cc1cc(NC(=O)c2ccco2)n(C(C)C)n1	-9&-6
CCCN1CCCc2cc(CCNC(=O)COc3ccccc3F)ccc21	83*
O=C(c1ccco1)N1CCCc2ccc(NS(=O)(=O)c3cccs3)cc21	9
O=c1cc(C(F)(F)F)nc2n1CCCN2	-19
COc1ccc(Cl)c2sc(NC(=O)c3ccc(Cl)cc3Cl)nc12	-3

Not a retest: entries from further up.
SMILES	PriA SSB inh
COCCN(Cc1ccoc1)C(=O)COc1ccc(C(C)(C)C)cc1	-3
Cc1ccc(N2CCN(C(=O)CCc3nc4sc5c(c4c(=O)[nH]3)CCCC5)CC2C)cc1 (configuration not stated)	-18
CN1CCN(C(CNC(=O)NC(C)(C)C)c2ccc3c(c2)CCCN3C)CC1 (configuration not stated)	5
O=C(c1csc(NS(=O)(=O)c2ccccc2)n1)N1CCN(c2ccccc2F)CC1	-1
Cc1csc(SCCCNC(=O)Nc2cc(C)on2)n1	-5
CC(/C=C/c1ccccc1)=NNC(=O)c1cccc(Br)c1	-7
O=C(Cc1csc(Nc2ccc(OC(F)(F)F)cc2)n1)Nc1cccnc1	-1
Cc1coc2cc3oc(=O)c(CC(=O)N4C[C@H]5C[C@H](C4)c4cccc(=O)n4C5)c(C)c3cc12	-6
COc1ccc(C2CC(=O)N(CC(=O)c3ccccc3)c3ccccc3S2)cc1OC (configuration not stated)	5
Cc1cc(C)c2nc(NCc3ccccn3)sc2c1	14
O=C(NCCSc1ncc(-c2ccc(F)cc2)[nH]1)c1cccs1	11
COc1cccc(C=NNC(=O)CC(=O)NCCc2ccccc2)c1OC	12
COC(=O)c1ccccc1NC(=O)c1ccc(-n2nncc2C)cc1	-17&0
CCOc1ccc2nc(NC(=O)Nc3cccc(OC)c3)sc2c1	-9
CC(C)Oc1ccc(C(=O)Nc2nnc(-c3ccc(Br)cc3)o2)cc1	-3
CCCOC(=O)CC1C(=O)NCCN1C(=O)CCCC(=O)O (configuration not stated)	-3&-2
Cc1ccc(-c2ccc(=O)n(CCCC(=O)Nc3ccccc3F)n2)cc1	-2
COc1ccccc1NC(=S)NC(=O)c1ccc(Br)o1	24
O=C1CN(C(=O)c2ccc(N3CCOCC3)c([N+](=O)[O-])c2)c2ccccc2N1	1
CCOc1ccc(NC(=O)CSc2ccc(NC(=O)c3ccco3)nn2)cc1	2
NC(=O)c1cc(-c2ccccc2)sc1NC(=O)CCCS(=O)(=O)c1ccc(F)cc1	3
Cc1cc(NC(=O)c2ccco2)n(C(C)C)n1	-9&-6
CCCN1CCCc2cc(CCNC(=O)COc3ccccc3F)ccc21	83*
O=C(c1ccco1)N1CCCc2ccc(NS(=O)(=O)c3cccs3)cc21	9

(listing goes on)
SMILES	PriA SSB inh
O=C(CSc1nccnc1N1CCCCC1)NCCC1=CCCCC1	5
Cc1cc(C)n(CC2CCN(S(C)(=O)=O)CC2)n1	-18
COc1ccc(C)c2sc(N(CCN3CCOCC3)C(=O)c3ccn(C)n3)nc12	-4
COC(=O)c1ccc2nc(NC(=O)C3=COCCO3)sc2c1	-15&6
CC(C)(C)C(=O)Nc1c2c(nn1-c1ccc(F)cc1)CS(=O)(=O)C2	-2
ON=C(CCc1ccccc1)c1ccc2c(c1)OCCO2	-2
Cc1nc(-c2ccccc2Cl)sc1CNC(=O)C1Oc2ccccc2OC1C (configuration not stated)	-20
O=C(CSC(F)(F)F)Nc1ccc(I)cc1	-24
COC(=O)c1cc2c(=O)n3cc(C)ccc3nc2s1	-15
CNC(=O)CS(=O)(=O)C1CCN(C(=O)c2ccc(OC(F)(F)F)cc2)CC1	-6
COc1ccc(OC)c2[nH]c(=O)c(CCNC(=O)C3(c4ccc(Cl)cc4)CCCC3)cc12	-38
O=C(NCCn1ncc2c(=O)n(Cc3ccc(F)cc3)cnc21)c1cccc2ccccc12	17
CCOCCn1c(=NC(C)=O)sc2cc(C)ccc21	-12
COc1ccc(C(=O)Nc2ccc3c(c2)CN(C(C)=O)CC3)cc1OC	0
O=C(N/N=C\c1ccccn1)c1ccc(S(=O)(=O)N2CCCCCC2)cc1	-8
Cc1nnc(C2CCCN(C(=O)c3ccccc3Cl)C2)s1 (configuration not stated)	7
COC(=O)c1ccc(NC(=O)C(=O)NC[C@]2(OC)CCSC2)cc1	-9
O=C(NCC#CCOc1cccc(C(F)(F)F)c1)c1ccccc1F	-12
O=C(Nc1ccccc1)N1CCC(c2nnc(C3CC3)s2)CC1	-7
CS(=O)(=O)NCC(c1ccco1)N1CCOCC1 (configuration not stated)	-21&-9
O=C(NC1CCC(Oc2ccccn2)CC1)C1CC=CCC1 (configuration not stated)	-8
CCOc1ccc(-c2nc(CSc3nc(-c4ccc(OC)cc4)cc(=O)[nH]3)c(C)o2)cc1OC	-8
Cn1cc([C@@H](O)CNC(=O)c2ccc(Cl)s2)c2ccccc21	-6
O=C(NCc1cnn2ccccc12)C1CC=CCC1 (configuration not stated)	-7
COc1ccc(Br)c(C(=O)Nc2cc(C(=O)Nc3cc(Cl)ccc3C)ccc2N2CC3CC(C2)c2cccc(=O)n2C3)c1 (configuration not stated)	14
CC(=NNC(=O)C1CC1)c1ccc(C)cc1C	-5
COc1ccc(-c2cc(COC(=O)c3c(-c4ccccc4Cl)noc3C)no2)cc1OC	2
Cc1ccc(-c2nc(C)cc(OCC(=O)Nc3cc(Cl)ccc3Cl)n2)cc1	0
CNC(=O)C1CC(=O)NC(=NN=C(C)c2cccs2)S1 (configuration not stated)	11
CCN(CC)S(=O)(=O)c1ccc(C(=O)Nc2cc(C)no2)cc1	-15
O=C(Cn1c(=O)oc2ccccc21)NCC(O)(c1cccs1)C1CC1 (configuration not stated)	-4
O=C(COc1ccccc1)Oc1ccc2nc(N3CCN(c4ccccc4)CC3)sc2c1	-12
COc1cc(C(=O)NCC(=O)NN=Cc2cccnc2)cc(OC)c1OC	11
CN(C)c1ccc(-c2cc(-c3ccccc3)nc(SCC(=O)NCC3CCCO3)c2C#N)cc1 (configuration not stated)	1
CCOc1ncc(NS(=O)(=O)c2ccc(NC(C)=O)cc2)c(OCC)n1	3
COC(=O)c1ccc(NC(=O)CSc2nnc3n2CCN3c2ccc(C)cc2)cc1	3
O=C(c1ccno1)N1CCCC(Cc2nc(C3CC3)no2)C1 (configuration not stated)	-14
CCOC(=O)C(=NNc1ccccc1Cl)N1CCN(Cc2ccccc2)CC1	-9
CC(C)(C)NC(=O)c1csc2nc(-c3ccc(F)cc3)cn12	3
CC(C)(C)c1ccc(C(=O)CSc2nnc3ccccn23)cc1	-14
CCOc1cn(C)c(C(=O)Nc2cc(C)cc(C)c2)cc1=O	-5
CCCC(=NNC(=O)c1ccco1)c1ccc(Cl)s1	-8
CN(C)CCCN(C(=O)[C@@H]1COc2ccccc2O1)c1nc2cc3c(cc2s1)OCO3	-7
CC(CC(=O)Nc1ccc(C)c(Cl)c1)=NNC(=O)c1ccco1	-16
OC(COc1ccc(Br)cc1)Cn1c(SCc2ccccc2)nc2ccccc21 (configuration not stated)	-5&1
O=S(=O)(N=C(Nc1cccnc1Cl)c1ccccc1)c1ccccc1	5
c1cnc2c(c1)ccc1cc[nH]c12	49
COC(=O)c1sc(-c2ccccc2)cc1NC(=O)c1ccc([N+](=O)[O-])cc1	-14
CCOc1ccc(C(=O)CN2C(=O)COc3ccccc3C2=O)cc1	-16
O=C(CS(=O)(=O)c1ccc(Cl)s1)NCc1ccco1	17
Continuation:
SMILES	PriA SSB inh
Cc1cc(=O)c(OCc2ccccc2F)cn1CC(=O)NCc1ccco1	7
COCCNC(=O)NCc1cncc(-c2cccs2)c1	15
CCOC(=O)c1c(SCC(=O)NCc2ccc3c(c2)OCO3)nc(=O)[nH]c1C	-5
O=C(Nc1cccc(Cl)c1Cl)C1COCC(=O)N1Cc1cccs1 (configuration not stated)	-4
COc1ccc(CNC(=O)N2CC[C@H](Oc3cc(C)oc(=O)c3)C2)cc1OC	-6
Cc1oc(-c2ccc(Cl)cc2Cl)cc1C(=O)NC(C)C	-14
CC(CC(=O)Nc1ccccn1)=NNC(=O)c1ccccc1O	-5
COc1ccccc1CNC(=O)c1sc(=S)n(-c2ccccc2C)c1N	29
CCOc1ccc2ccccc2c1C(=O)Nc1c(C(=O)Nc2ccc(CC)cc2)oc2ccccc12	-19
CCOc1ccc(NCC(=O)NN=C/C=C/c2ccccc2)cc1	33
O=C(Nc1nnc(-c2ccno2)o1)c1cc2ccccc2o1	7
Cc1ccc(NC(=O)CC2SC(=NN=C3CCCc4ccccc43)NC2=O)cc1 (configuration not stated)	-2
O=C(NCC1(c2ccc(F)cc2)CCOCC1)c1ccc(Cl)cc1Cl	-11
Nn1c(SCC(=O)Nc2cccc(Cl)c2Cl)nnc1-c1ccc(Cl)cc1	8
COc1ccccc1NC(=O)Cn1c(-c2ccc(F)cc2)nc2c(c1=O)CCN(Cc1ccccc1)C2	0
Nc1cnc2cccnc2c1	-17

An excerpt; count on the stated rates, not on these rows.
